# Bioassay records (PubChem)
# PfHsp40 rescue: rescue of yeast from PfHsp40 toxicity, primary screen, S. cerevisiae, ATP luminescence | S. cerevisiae expressing PfHsp40, growth rescue | growth rescue, % at 12.5 µM | 340,000 compounds, 0.68% hits | AID 504582, 2011; in the data active = growth rescue above about 28%, passing the limit was not always enough; inconclusive = no clear call, values can overlap the other calls;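 also: yeast W303a lacking pdr1 and pdr3 grown in galactose medium; growth measured after three days at 30 °C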
# Y pestis TopoI: Yersinia pestis topoisomerase I inhibitors, primary screen, biochemical, cleavage product accumulation, plate reader, single point; DNA topoisomerase I (Yersinia pestis CO92); Y. pestis Topo-I cleavage product accumulation; activity, % at 10 µM; 360,000 compounds, 0.064% hits; in the data active = activity above about 50%, passing the limit was not always enough; inconclusive = no clear call, values can overlap the other calls; also: inactives centre near 2
# FadD28 binding: inhibitors of FadD28 bisubstrate probe binding, primary screen, biochemical, fluorescence polarization, single point; inhibition, % at 12.5 µM; 360,000 compounds, 0.22% hits; Mycobacterium tuberculosis FadD28 fatty-acid-AMP ligase; in the data active = inhibition above about 8.5%, passing the limit was not always enough; inconclusive = no clear call, values can overlap the other calls
# TcdB GH inh: TcdB glycohydrolase inhibitors, primary screen, biochemical, single point, plate reader; Toxin B (Clostridioides difficile), P18177; TcdB glycohydrolase enzymatic assay; inhibition, % at 9.99 µM; 350,000 compounds, 0.24% hits; in the data active = inhibition above about 10%
# BoNT-F LC inh: BoNT/F light chain protease inhibitors, primary screen, biochemical, flow cytometry, MLPCN library; Botulinum neurotoxin type F light chain protease (Clostridium botulinum); Multiplex microsphere protease cleavage assay; inhibition, % at 10 µM; 360,000 compounds, 0.22% hits; AID 588497, 2011; in the data active = inhibition above about 35%, passing the limit was not always enough; inconclusive = no clear call, values can overlap the other calls; also: plate controls were buffer without enzyme for full effect and enzyme alone for no effect
# PrPC surface inh: inhibitors of human cell surface prion protein PrPC, primary screen, cell-based, TR-FRET | inhibition, % at 13.8 µM | 370,000 compounds, 0.43% hits | AID 720596, 2013 | TR-FRET read-out | Major prion protein (Homo sapiens), P04156; in the data active = inhibition above about 24%; also: 0% = median of the test wells and 100% = reference compound wells
# Anthrax LF inh2: Bacillus anthracis LF protease inhibitors, primary screen, biochemical, multiplex microsphere, MLPCN library. Lethal factor (Bacillus anthracis), P15917. multiplex microsphere protease cleavage assay. inhibition, % at 10 µM. 360,000 compounds, 0.12% hits. AID 588501, 2011; also: plate controls were buffer without enzyme for full effect and enzyme alone for no effect
# CCHF vOTU inh: CCHFV vOTU protease inhibitors, primary screen, biochemical, Pep-AMC substrate, fluorescence; Crimean-Congo hemorrhagic fever virus L polyprotein viral ovarian tumor (vOTU) protease …; inhibition, % at 11.5 µM; 370,000 compounds, 0.55% hits; AID 651958, 2012; in the data active = inhibition above about 30%; also: 0% = vehicle wells with enzyme and 100% = no enzyme wells
# BoNT-A LC inh2: BoNT/A light chain protease inhibitors, primary screen, biochemical, flow cytometry, MLPCN library; multiplex microsphere protease substrate cleavage; inhibition, % at 10 µM; Botulinum neurotoxin type A light chain protease (Clostridium botulinum A str. ATCC 3502); 360,000 compounds, 0.17% hits; also: plate controls were buffer without enzyme for full effect and enzyme alone for no effect
# Numbers without * were called inactive; ? = inconclusive; . = no result given; & = joins results of further samples. Rule as the data show it, unless noted: active = inhibition above about 30%; inconclusive = no clear call, values can overlap the other calls; inactive = below that.
SMILES,PfHsp40 rescue,Y pestis TopoI,FadD28 binding,TcdB GH inh,BoNT-F LC inh,PrPC surface inh,Anthrax LF inh2,CCHF vOTU inh,BoNT-A LC inh2
O=C(c1ccccc1)N1CCN(C(=O)c2cc3ccccc3o2)CC1,-0.2,1,-3.6,.,-11,-4,-4,8,-0.8
CC(C)(C)NC(=O)CSc1nnc(SCC(=O)NC(C)(C)C)s1,0.4,-8,-1.6,-0.6,1,-3,-4,-16,-0.6
Nc1nc(NCCOCCO)nc(N2CCCCCC2)c1[N+](=O)[O-],-0.3,8,-0.2,-0.5,-18,0,4,3,-3.5
CN(C(=O)CC1C(=O)NCCN1Cc1ccccc1C(F)(F)F)C1CCOCC1 (stereo not drawn),1.5,6,0.0,0.3,13,-5,-1,5,-0.6
Cn1c(N2CCOCC2)c(/C=N/OC(=O)c2ccc(F)cc2)c2ccccc21,4.3,14,-4.0,.,2,-3,-10,2,1.0
OCCCCO,1.4,7,0.1,0.6,12,-2,-2,0,-0.1
CCN(CC)CCNC(=S)Nc1ccc2nc3n(c(=O)c2c1)CCCCC3,0.7,0,0.3,-0.6,-2,-4,-3,-7,-0.5
CCOc1ccc(N(CC(=O)Nc2ccccc2OC)S(=O)(=O)c2ccccc2)cc1,1.8,45,-3.9,0.6,?,8,15,-6,-0.3
CC(C)N(Cc1ccccc1)C(=O)COC(=O)c1cc(S(=O)(=O)N(C)C)ccc1N1CCCC1,0.3,33,-3.2,0.8,-3,2,8,13,-0.4
O=C(COc1ccc(S(=O)(=O)N2CCCC2)cc1Cl)NCc1cccnc1,0.1,1,0.1,0.8,-2,-1,-3,-7,-1.1
O=C(NCc1ccccc1Cl)C1CCN(S(=O)(=O)N2CCCC2)CC1,-0.6,-9,-4.1,1.1,-4,-10,-1,5,0.1
CC(=O)Nc1ccc(C(=O)N2CCCC(c3cc(C(=O)NCc4ccc(F)cc4)no3)C2)cc1 (stereo not drawn),.,5,-1.0,-0.6,0,5,2,-5,-0.9
CC(C)n1c(=O)c(C=Nc2ccc(Br)cc2)c(O)n(Cc2ccco2)c1=O,0.3,0,-1.3,0.1,-3,8,-4,8,-0.6
C/C(N)=C(/C#N)C(=O)COC(=O)C(NS(=O)(=O)c1ccc(Cl)cc1)C(C)O (stereo not drawn),0.1&-1.7,0&-6,-0.6&-2.2,-0.5,-2&8,-7&6,-2&-1,-4&-3,-0.1&0.1
CCOC(=O)CNC(=O)CN1C(=O)CC(c2ccccc2)S(=O)(=O)c2ccccc21 (stereo not drawn),-1.2,-3,-0.3,0.5,8,-2,-2,-4,1.1
NS(=O)(=O)c1ccc(N=Cc2c(O)n(-c3nccs3)c(=O)c3ccccc23)cc1,-1.8,-1,-3.8,1.5,-3,-5,-1,-2,-1.2
CC(=O)C1=C(C)Nc2ncnn2C1c1ccc(Cl)cc1Cl (stereo not drawn),0.5,-3,0.9,-11,9,5,-1,1,-0.4
CC1CCN(C2(O)C(=O)Nc3ccc([N+](=O)[O-])cc32)CC1 (stereo not drawn),-0.1,-2,-1.3,.,5,-26,-2,22,0.0
COC(C(=O)Nc1ccccc1F)c1ccccc1 (stereo not drawn),0.6,3,-1.7,.,6,3,-2,13,-0.1
CC(=O)Nc1ccc(S(=O)(=O)N(C)CC(=O)OC(C)C(=O)NC2CCCCC2)cc1 (stereo not drawn),-0.7,-7,0.2,1.0,0,-1,-1,-8,-0.1
COc1ccccc1CNC(=O)CN(c1cccc([N+](=O)[O-])c1)S(C)(=O)=O,-1.2,3,1.5,0.7,-2,-13,-1,2,1.1
O=C(COC(=O)CC1CC2CCC1C2)NC(=O)NCc1ccco1 (stereo not drawn),2.7,20,1.0,.,-23,2,-2,15,-2.5
CCc1nnc(NC(=O)c2ccc(OC)c(S(=O)(=O)N3CCCC3)c2)s1,11,-1,-1.6,0.3,-3,7,10,-5,-1.0
CC1(C)CC(c2csc(N)n2)CCO1 (stereo not drawn),0.3,-8,-2.9,.,1,3,9,10,0.4
C=CCc1cccc2cc(C(=O)NC3CCCCC3)c(=O)oc12,1.1,3,-1.6,.,2,.,3,.,-0.1
C[C@@H]1CN([C@H](C)CO)C(=O)c2cc(-c3ccc(F)cc3)cnc2O[C@H]1CN(C)C(=O)c1ccc(F)cc1,.,30,-0.7,-2.6&2.2&2.7,-5,6,0,3,-0.4
Cc1csc(=O)n1CC(=O)Nc1nc2ccccc2s1,3.0,3,-1.9,0.9,-7,4,-6,0,-1.1
CCC1CCCCN1CCCNC(=O)c1nn(C)c2c1CS(=O)(=O)c1ccccc1-2 (stereo not drawn),-1.1,-7,-1.9,-7.3,-1,-5,-1,4,-0.2
Cc1cc(Br)ccc1SCC(=O)OCC(=O)NC(C)c1ccccc1 (stereo not drawn),1.5,7,0.4,-0.6,-11,3,-1,0,3.8
COC(=O)c1cnc(Nc2ccc(Cl)cc2)c([N+](=O)[O-])c1,-2.6,-3,-0.8,-0.2,.,-8,.,-14,.
Cn1cnc2c1c(=O)n(Cc1ccc(Cl)cc1Cl)c(=O)n2C,4.4,10,-1.0,1.0,-13,-2,3,-9,-1.7
O=C(Nc1ccc(Cl)cn1)C1C(c2ccccc2)C1(Cl)Cl (stereo not drawn),12,-5,-6.9,1.8,-5,11,-2,5,-0.1
Cc1ccc(N=Nc2c(=O)[nH]n3c(=O)cc(C)[nH]c23)cc1,-1.4,0,-0.3,.,0,-49,-2,13,-0.5
CC(C(=O)O)n1nnc2ccccc21 (stereo not drawn),-1.7,5,-0.3,-0.9,-7,5,2,-7,-1.7
Cc1ccccc1CNc1ccc(C(CC(N)=O)NC(=O)c2ccc(Br)cc2)cc1[N+](=O)[O-] (stereo not drawn),0.7,11,0.9,-0.8,-6,-7,-2,0,-0.2
O=C(Nc1ccc(Cl)cc1)c1ccc2sc([C@@H]3O[C@H](CO)[C@@H](O)[C@H]3O)nc2c1,.,-10,-0.6,-0.1,-1,1,4,-1,0.0
Cc1ccc(NC(=O)COC(=O)c2cccnc2)c(C)c1,-0.5,4,-4.6,0.4,-3,-1,-4,8,1.5
NC(=O)C(CCc1nc2ccccc2[nH]1)NS(=O)(=O)c1ccccc1 (stereo not drawn),.,4,-2.3,2.2,-7,0,-8,7,-0.4
CCN(CC)C(=O)CSC(Nc1ccc(F)cc1)=C(C#N)C#N,0.7,-12,-1.2,1.7,.,6,.,8,.
CCOc1cc(C(C#N)N2CCCCC2)ccc1OC (stereo not drawn),0.2,5,-2.5,.,1,2,1,-3,0.2
Cc1onc(-c2ccccc2)c1C(=O)OCC(=O)Nc1ccccc1,0.5,-12,-1.7,0.5,?,9,1,0,-5.8
COc1ccc(-c2[nH]ncc2CN(C)Cc2c(C)n[nH]c2C)c(OC)c1,-0.6,3,-3.5,1.4,3,-7,-5,-11,-0.2
Cc1ccc(NC(=O)c2ccc(S(=O)(=O)N3CCCC3)cc2)nc1,0.0,5,-1.3,1.3,3,-1,-3,-6,-1.7
CC(=O)c1ccc(N(C(=O)c2csnn2)C(C(=O)NC2CCCC2)c2ccccc2)cc1 (stereo not drawn),0.1,0,0.8,-8.3,-5,1,7,20,-1.2
O=C(Cc1ccccc1)NCCc1cnc[nH]1,-1.5,6,-0.9,0.6,?,0,-18,-5,-6.5
Cc1nnc(N(C(=O)c2cnccn2)c2ccccc2)s1,-0.3,-3,-1.0,.,33,0,-5,7,-0.4
O=C(Nc1ccc(N2CCCC2)c(Cl)c1)c1ccco1,0.2,-6,-3.6,.,-25,-3,-7,2,-0.8
COc1cc(OC)c2c(C)cc(=O)oc2c1C(CCN1CCOCC1)c1ccc2c(c1)OCO2 (stereo not drawn),-0.2,17,-1.9,1.8,-1,-5,-1,-3,0.2
CCOC(=O)C(C)(CC)NC(=O)CSP(=S)(OCC)OCC (stereo not drawn),-1.3,0,-2.9,.,-4,2,-2,0,-0.2
COc1ccccc1N1CCCSC1=Nc1ccccc1,.,1,-0.6,1.1,0,-3,-9,-8,-0.2
COc1cc(OC)cc(C(=O)N2CCN(Cc3ccccc3C(F)(F)F)CC2)c1,1.9,16,-2.1,.,-6,5,-3,9,-0.4
Cc1cc(C(F)F)nn1CC(=O)Nc1cc([N+](=O)[O-])ccc1F,-0.3,11,0.9,.,-3,-23,-1,8,0.1

# Some of these compounds in order of formula weight, largest number first.
SMILES,PfHsp40 rescue,Y pestis TopoI,FadD28 binding,TcdB GH inh,BoNT-F LC inh,PrPC surface inh,Anthrax LF inh2,CCHF vOTU inh,BoNT-A LC inh2
Cc1ccccc1CNc1ccc(C(CC(N)=O)NC(=O)c2ccc(Br)cc2)cc1[N+](=O)[O-] (stereo not drawn),0.7,11,0.9,-0.8,-6,-7,-2,0,-0.2
C[C@@H]1CN([C@H](C)CO)C(=O)c2cc(-c3ccc(F)cc3)cnc2O[C@H]1CN(C)C(=O)c1ccc(F)cc1,.,30,-0.7,-2.6&2.2&2.7,-5,6,0,3,-0.4
CCOC(=O)CNC(=O)CN1C(=O)CC(c2ccccc2)S(=O)(=O)c2ccccc21 (stereo not drawn),-1.2,-3,-0.3,0.5,8,-2,-2,-4,1.1
Cc1cc(Br)ccc1SCC(=O)OCC(=O)NC(C)c1ccccc1 (stereo not drawn),1.5,7,0.4,-0.6,-11,3,-1,0,3.8
COc1cc(OC)cc(C(=O)N2CCN(Cc3ccccc3C(F)(F)F)CC2)c1,1.9,16,-2.1,.,-6,5,-3,9,-0.4
COc1ccccc1CNC(=O)CN(c1cccc([N+](=O)[O-])c1)S(C)(=O)=O,-1.2,3,1.5,0.7,-2,-13,-1,2,1.1
COc1ccc(-c2[nH]ncc2CN(C)Cc2c(C)n[nH]c2C)c(OC)c1,-0.6,3,-3.5,1.4,3,-7,-5,-11,-0.2
Nc1nc(NCCOCCO)nc(N2CCCCCC2)c1[N+](=O)[O-],-0.3,8,-0.2,-0.5,-18,0,4,3,-3.5
O=C(c1ccccc1)N1CCN(C(=O)c2cc3ccccc3o2)CC1,-0.2,1,-3.6,.,-11,-4,-4,8,-0.8
COC(=O)c1cnc(Nc2ccc(Cl)cc2)c([N+](=O)[O-])c1,-2.6,-3,-0.8,-0.2,.,-8,.,-14,.
CC1CCN(C2(O)C(=O)Nc3ccc([N+](=O)[O-])cc32)CC1 (stereo not drawn),-0.1,-2,-1.3,.,5,-26,-2,22,0.0
Cc1ccc(N=Nc2c(=O)[nH]n3c(=O)cc(C)[nH]c23)cc1,-1.4,0,-0.3,.,0,-49,-2,13,-0.5
COC(C(=O)Nc1ccccc1F)c1ccccc1 (stereo not drawn),0.6,3,-1.7,.,6,3,-2,13,-0.1

# One compound at a time, from the list above. Screens in order: PfHsp40 rescue	Y pestis TopoI	FadD28 binding	TcdB GH inh	BoNT-F LC inh	PrPC surface inh	Anthrax LF inh2	CCHF vOTU inh	BoNT-A LC inh2
# COc1ccc(-c2[nH]ncc2CN(C)Cc2c(C)n[nH]c2C)c(OC)c1 reads -0.6	3	-3.5	1.4	3	-7	-5	-11	-0.2
# CC(=O)C1=C(C)Nc2ncnn2C1c1ccc(Cl)cc1Cl (stereo not drawn) reads 0.5	-3	0.9	-11	9	5	-1	1	-0.4
